High-throughput results deposited in PubChem by Sanford-Burnham Center for Chemical Genomics.
SUMO1-SIM PPI: modulators of SUMO1 protein-protein interactions, primary screen, biochemical, uHTS. Small ubiquitin-related modifier 1 (Homo sapiens), P63165. SUMO1 binding to a labelled peptide, TR-FRET, 1 h. inhibition, % at 20 µM. hit rate 0.33% among 360,000. AID 602429, 2012; in the data active = inhibition above about 37%
DNMT1 inh: human DNMT1 methyltransferase inhibitors, primary screen, biochemical, molecular beacon, fluorescence, HinP1I cleavage, uHTS; hit rate 0.83% among 360,000; inhibition (reported as % activation of signal), % at 10 µM; in the data active = inhibition above about 50%
CendR NRP1 mod: modulators of CendR peptide binding to NRP-1, primary screen, biochemical, fluorescence polarization, uHTS; hit rate 0.85% among 360,000; inhibition, % at 25 µM; AID 602438, 2012; FAM-RPARPAR peptide binding to NRP-1;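 active = inhibition or corrected inhibition above about 18%, plus a signal ratio from 0.5 to 1.5, limit read from the data, passing the limit was not always enough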; note: strong numbers were not always called active
Target sequence (O14786 whole entry, looked up): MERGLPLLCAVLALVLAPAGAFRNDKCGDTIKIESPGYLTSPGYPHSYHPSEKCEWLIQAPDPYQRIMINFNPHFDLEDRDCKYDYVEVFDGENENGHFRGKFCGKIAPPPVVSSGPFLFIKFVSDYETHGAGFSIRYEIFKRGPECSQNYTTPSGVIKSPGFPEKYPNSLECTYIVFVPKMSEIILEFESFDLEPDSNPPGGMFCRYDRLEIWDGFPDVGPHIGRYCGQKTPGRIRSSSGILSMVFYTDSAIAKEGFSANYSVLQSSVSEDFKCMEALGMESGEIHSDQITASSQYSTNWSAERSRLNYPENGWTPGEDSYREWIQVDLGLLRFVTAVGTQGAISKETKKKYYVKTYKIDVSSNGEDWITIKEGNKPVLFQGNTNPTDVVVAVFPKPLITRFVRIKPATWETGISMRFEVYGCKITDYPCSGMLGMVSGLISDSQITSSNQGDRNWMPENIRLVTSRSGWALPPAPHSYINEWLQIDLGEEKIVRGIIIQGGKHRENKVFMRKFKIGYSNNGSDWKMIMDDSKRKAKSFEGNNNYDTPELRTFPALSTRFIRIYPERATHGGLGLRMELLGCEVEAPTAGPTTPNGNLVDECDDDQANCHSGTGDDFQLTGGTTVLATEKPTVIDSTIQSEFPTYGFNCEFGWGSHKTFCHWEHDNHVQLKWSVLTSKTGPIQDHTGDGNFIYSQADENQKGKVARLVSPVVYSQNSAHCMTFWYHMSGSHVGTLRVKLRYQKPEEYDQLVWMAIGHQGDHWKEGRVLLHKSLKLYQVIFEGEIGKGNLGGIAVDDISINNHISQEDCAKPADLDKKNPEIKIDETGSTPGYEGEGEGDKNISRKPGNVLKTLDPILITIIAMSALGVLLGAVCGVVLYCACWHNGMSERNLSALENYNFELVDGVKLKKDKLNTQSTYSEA
NadD block: inhibitors of S. aureus NadD, primary screen, biochemical, colorimetric, uHTS. inhibition, % at 20 µM. Nicotinate-nucleotide adenylyltransferase NadD (Staphylococcus aureus N315). hit rate 0.78% among 360,000. purified NadD enzyme, colorimetric absorbance read-out. AID 602399, 2012; in the data active = inhibition above about 26%; note: some compounds past the cut are filed as inactive
MT1-MMP act inh: blockers of MT1-MMP proenzyme processing, primary screen, HT1080 RFP-PRO-GFP cells, GFP/RFP fluorescence; Matrix metalloproteinase-14 (Homo sapiens), P50281; GFP/RFP ratio fluorescence, overnight; percent of plate control window, DMSO zero; GFP/RFP ratio change, % at 20 µM; hit rate 0.061% among 360,000; AID 651647, 2012;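 active = GFP/RFP ratio change of at least 30% with cell ATP level not reduced by more than half and red fluorescence within 50% of control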; note: strong numbers were not always called active
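Assay system: HT1080 RFP-PRO-GFP cells | Dosing: 20 µM single dose, 1% DMSO | Incubation: Cells overnight before dosing, compound overnight, 37 °C, 5% CO2 | Evaluation: GFP/RFP fluorescence ratio | Control set: DMSO-only wells and HT1080 RFP-L50D-GFP cell wells as references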
SKN-1 inh: suppressors of acrylamide-induced Pgst-4::GFP reporter in worms, primary screen, SKN-1 inhibitor project, whole organism, uHTS, GFP/RFP fluorescence ratio, strain VP596; inhibition, % at 21.8 µM; hit rate 0.49% among 360,000; C. elegans VP596 Pgst-4::GFP/RFP ratio, 24 h;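 active = interference check ratio from 0.5 to 1.5 plus GFP to RFP signal ratio inhibition reaching or exceeding a fixed threshold, cut at about 30% in these data, passing the limit was not always enough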; note: some compounds called inactive have numbers as strong as hits
LMPTP inh: LMPTP phosphatase inhibitors, primary screen, biochemical, fluorescence intensity, uHTS; hit rate 0.22% among 360,000; recombinant LMPTP-A, OMFP fluorogenic substrate; inhibition, % at 20 µM;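 active = compounds that cut the enzyme signal by at least half of the control window in the single-dose screen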;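 note: plate controls were DMSO wells with enzyme plus substrate for no effect and substrate without enzyme for full effect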
Target sequence (P24666 whole entry, looked up): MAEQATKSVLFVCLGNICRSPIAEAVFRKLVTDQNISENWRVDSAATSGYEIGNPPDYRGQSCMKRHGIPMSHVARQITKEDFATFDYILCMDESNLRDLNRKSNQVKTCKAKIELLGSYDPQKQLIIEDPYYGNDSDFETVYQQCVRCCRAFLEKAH
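Buffer or medium: Bis-Tris pH 6.0, DTT, detergent; Assay system: LMPTP-A enzyme; Quantity: 0.625 nM enzyme; Detection: endpoint fluorescence intensity; Times: 50 min dark incubation at room temperature; Controls: substrate-only low control, DMSO enzyme-plus-substrate high control; Doses: single 20 µM dose; Read-out: percent inhibition versus substrate-only and uninhibited controls; Reagent: 400 µM OMFP.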
Rpn11 inh: Rpn11 (PSMD14) deubiquitinase inhibitors, primary screen, biochemical, fluorescence polarization, uHTS | hit rate 0.59% among 360,000 | AID 588493, 2011 | 26S proteasome non-ATPase regulatory subunit 14 (Homo sapiens), O00487 | calls only at 20 µM | human 26S proteasome, Ub4-pepOG fluorescence polarization; 20S core pre-blocked with epoxomicin;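 active = inhibition at 20 µM, scaled to each plate's controls, above about 33%, limit read from the data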
STEP block: STEP phosphatase inhibitors, primary screen, biochemical, fluorescence intensity, uHTS; recombinant STEP, OMFP fluorogenic substrate; inhibition, % at 20 µM; hit rate 0.25% among 360,000; AID 588621, 2011;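 active = inhibition at 20 µM, scaled per plate between control wells, above about 37%, limit read from the data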;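 note: 0% = DMSO with enzyme and substrate and 100% = substrate only without enzyme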
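Material: STEP (striatal-enriched tyrosine phosphatase) enzyme, cell-free | Medium: 50 mM Bis-Tris pH 6.0 with 2.5 mM DTT and 0.005% Tween 20 | Read-out: Percent inhibition scaled to no-enzyme and uninhibited-enzyme controls, plate-pattern corrected | Signal: Fluorescence read at 480 nm ex / 540 nm em | Times: 20 min reaction, room temperature, in the dark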
Scp1 inh: Scp-1 phosphatase inhibitors, primary screen, biochemical, colorimetric, uHTS. Carboxy-terminal domain RNA polymerase II polypeptide A small phosphatase 1 (Homo …. Recombinant Scp1, phosphopeptide, malachite green phosphate absorbance. inhibition, % at 20 µM. hit rate 0.88% among 340,000. AID 493091, 2011;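 active = inhibition above about 50% at 20 µM, limit read from the data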;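 note: plate controls were DMSO wells with enzyme for no effect and wells lacking enzyme for full effect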
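Times: enzyme reaction 45 min at room temperature, colour 5 min, stabilisation 30 min. Material: SCP-1 catalytic fragment, aa 76-261. Medium: Acidic Tris acetate buffer with magnesium and detergent. Signal: colorimetric free-phosphate detection, absorbance 630 nm. Read-out basis: % inhibition of SCP-1 phosphate liberation. Reagent: Phosphorylated 17-residue peptide substrate.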
An asterisk follows results filed as active; i = inactive; . = not tested or not shown.

no.	canonical_smiles	SUMO1-SIM PPI	DNMT1 inh	CendR NRP1 mod	NadD block	MT1-MMP act inh	SKN-1 inh	LMPTP inh	Rpn11 inh	STEP block	Scp1 inh
1	O=C(O)[C@H](Cc1ccccc1)N1C(=O)c2c(Cl)c(Cl)c(Cl)c(Cl)c2C1=O	-1	4	-3	11	0	3	-0.3	i	7	4
2	CCOC(=O)c1ccc(-n2ccnc2)c(NC(=O)c2ccc(C(C)(C)C)cc2)c1	-3	2	2	-3	1	12	-0.8	i	-2	-2
3	CCOC(=O)c1c(C)oc(NC(=O)COc2ccc(Cl)cc2C)c1C#N	11	0	-4	-3	-3	17	1.8	i	2	-13
4	CCOc1ccc(N2C(=O)CC(N3CC(C)OC(C)C3)C2=O)cc1 (stereo not given)	4	0	10	-1	8	-15	0.1	i	1	6
5	COc1cc(N2CN=c3s/c(=C\c4ccccn4)c(=O)n3C2)cc(OC)c1OC	-19	-1	7	6	-6	10	0.2	i	2	-7
6	O=C(OCCOc1ccccc1)c1cccc(S(=O)(=O)N2CCOCC2)c1	0	0	5	-5	1	17	1.5	i	5	-4
7	c1ccc(CCc2ccccn2)cc1	3	1	1	-1	6	13	-0.3	i	-2	-1
8	CCCOc1ccc(Cn2cnc3ccccc32)cc1	5	3	-15	-1	9	-24	1.9	i	4	-6

Further compounds
no.	canonical_smiles	SUMO1-SIM PPI	DNMT1 inh	CendR NRP1 mod	NadD block	MT1-MMP act inh	SKN-1 inh	LMPTP inh	Rpn11 inh	STEP block	Scp1 inh
9	COCc1nc(-c2cc(OC)c(OC)c(OC)c2)no1	0	3	-11	1	9	10	0.0	i	16	-11
10	Cc1c(CCO)c(=O)oc2n[nH]c(-c3ccccc3)c12	4	-6	-7	5	-6	0	-0.1	i	-1	-5
11	Cc1snc(SCC(=O)N/N=C(\N)COc2ccc(F)cc2)c1C#N	-3	-1	4	-2	-7	3	-1.7	i	1	-10
12	COc1ccc(N2C(=O)CC(Sc3ccccc3C(=O)O)C2=O)c([N+](=O)[O-])c1 (stereo not given)	-7	4	3	-7	-2	-3	0.7	i	3	-15
13	Cn1ncc(Oc2ccc([N+](=O)[O-])cc2)c(Cl)c1=O	-18	2	-14	-4	1	14	-1.6	i	1	-7
14	COc1ccc(CCNS(=O)(=O)c2ccc3c(c2)CC(C)N3C(=O)C2CC2)cc1OC (stereo not given)	2	-1	-1	-3	4	14	-0.1	i	0	.
15	COc1ccc2ccc3ccc(OC)c(OC(C)=O)c3c2c1	-8	-8	6	-4	-1	11	2.4	i	2	-5
16	Cn1c(=O)c2sccc2n2c(CCCC(=O)NC3CCN(Cc4ccccc4)CC3)nnc12	5	1	-7	-3	3	24	-1.0	i	1	-9

Nos. 15 to 16 of the list above:
no.	canonical_smiles	SUMO1-SIM PPI	DNMT1 inh	CendR NRP1 mod	NadD block	MT1-MMP act inh	SKN-1 inh	LMPTP inh	Rpn11 inh	STEP block	Scp1 inh
15	COc1ccc2ccc3ccc(OC)c(OC(C)=O)c3c2c1	-8	-8	6	-4	-1	11	2.4	i	2	-5
16	Cn1c(=O)c2sccc2n2c(CCCC(=O)NC3CCN(Cc4ccccc4)CC3)nnc12	5	1	-7	-3	3	24	-1.0	i	1	-9

Further records
no.	canonical_smiles	SUMO1-SIM PPI	DNMT1 inh	CendR NRP1 mod	NadD block	MT1-MMP act inh	SKN-1 inh	LMPTP inh	Rpn11 inh	STEP block	Scp1 inh
17	CN(C)c1cccc(NC(=O)C2(C)Cc3c(-c4cccnc4)ccnc3O2)c1 (stereo not given)	7	-2	2	0	-3	25	-0.2	i	2	.
18	COc1cccc(NC(=O)CN(C)C(=O)c2ccccc2OCc2c(C)noc2C)c1	-16	3	15	2	2	1	-9.5	i	-1	-7
19	COc1cccc(-c2ccc3ncnc(NCc4ccc5c(c4)OCO5)c3c2)c1	-3	0	1	2	-14	2	3.6	i	2	9
20	C[C@H]1CN(CCc2ccccc2)C(=O)[C@@H]1CC(=O)Nc1ccccc1	3	2	-7	0	0	7	-0.5	i	1	.
21	O=C(NCCOC(=O)c1ccc(F)cc1)c1ccc(F)cc1	2	2	8	-8	0	-3	-0.4	i	1	-16
22	CC1Cc2ccccc2N1C(=O)COC(=O)c1ccc(S(=O)(=O)N(C)C)cc1 (stereo not given)	-2	-4	5	-7	2	14	-0.6	i	-2	-8
23	Nn1c(SCC(=O)NC2CCCc3ccccc32)nnc1-c1cccs1 (stereo not given)	2	-1	-10	2	1	6	-0.2	i	3	4
24	Clc1ccc(-c2n[nH]c3c2CCC3)c(Cl)c1	-1	-5	1	2	-10	32	1.7	i	-5	3

The listing continues.
no.	canonical_smiles	SUMO1-SIM PPI	DNMT1 inh	CendR NRP1 mod	NadD block	MT1-MMP act inh	SKN-1 inh	LMPTP inh	Rpn11 inh	STEP block	Scp1 inh
25	COc1ccc(NC(=O)c2ccc3c(c2)NC(=O)CS3)cc1	2	-9	2	6	3	8	-0.9	i	-4	-1
26	O=C1CC(N2CCN(C/C=C/c3ccccc3)CC2)C(=O)N1Cc1ccc(N2CCCC2=O)cc1 (stereo not given)	-1	-3	10	2	8	2	-1.4	i	0	-5
27	COC(=O)c1ccc(CN(c2ccc(C(=O)O)c(O)c2)S(=O)(=O)c2ccc(Cl)c([N+](=O)[O-])c2)cc1	-6	-10	-10	-2	-1	-12	2.6	i	0	-22
28	CCOC(=O)N1CCN(S(=O)(=O)c2ccc(C(=O)Nc3ccc4c(c3)C(=O)NC4=O)cc2)CC1	6	26	-7	1	-3	1	6.7	i	2	-5
29	CCOc1ccc(-n2c(=O)[nH]cc(C(=O)Nc3ccc(OC)c(OC)c3)c2=O)cc1	2	1	7	-3	0	-13	-1.7	i	2	4
30	COc1ccc(CCNC(=O)C2CC(=O)N(c3ccccc3)C2)cc1OC (stereo not given)	-8	2	-3	-4	1	0	-1.1	i	2	3
31	O=C(Nc1nnc(C2CC2)s1)c1cccc(S(=O)(=O)N2CC(c3ccccc3)CC2=O)c1 (stereo not given)	7	2	3	8	-2	6	0.3	i	-2	-6
32	Cc1ccc(NC(=O)Cn2c(=S)[nH]c3ccccc32)cc1	3	-3	11	0	-1	1	-0.3	i	10	-6

Continuation:
no.	canonical_smiles	SUMO1-SIM PPI	DNMT1 inh	CendR NRP1 mod	NadD block	MT1-MMP act inh	SKN-1 inh	LMPTP inh	Rpn11 inh	STEP block	Scp1 inh
33	COC(=O)c1cn[nH]c1NC(=S)Nc1ccc(C)cc1Cl	-4	-8	5	-10	1	4	0.5	i	0	-4
34	Cc1cc(C)c(S(C)(=O)=O)c(Oc2cccc(Cl)c2)n1	11	1	6	1	4	11	-2.0	i	-2	-11
35	CCNC(=S)NNC(=O)c1cc(-c2cccc(OCC)c2)nc2ccccc12	0	-1	-5	2	6	6	1.1	i	-1	-6
36	CCOc1ccccc1N1CCN(S(=O)(=O)c2cccs2)CC1	1	1	-14	0	-1	8	0.1	i	-1	-8
37	COc1ccccc1NC(=O)c1ccc(NC(=O)CSc2nnnn2C)cc1	14	-2	8	0	3	-1	0.6	i	-1	-9
38	COCCn1c(C)cc(C(=O)CSc2cc(C)c3ccccc3n2)c1C	2	-3	13	6	3	-9	0.6	i	-6	1
39	C=CCNC(=O)Cn1c(=O)c2c(ncn2CCC(C)C)n(Cc2ccccc2)c1=O	-1	0	8	-2	-2	12	-1.0	i	0	6
40	CC(C)c1c(C#N)c(N)nc(SCC(=O)c2cc3ccccc3oc2=O)c1C#N	-3	24	-14	17	-42	10	0.4	i	2	-5

Following part:
no.	canonical_smiles	SUMO1-SIM PPI	DNMT1 inh	CendR NRP1 mod	NadD block	MT1-MMP act inh	SKN-1 inh	LMPTP inh	Rpn11 inh	STEP block	Scp1 inh
41	CCOC(=O)CN(C(=O)CN1CCOCC1)c1ccc(Br)cc1	-1	-2	1	-2	0	18	-1.8	i	0	-4
42	Cc1c(N(C)S(=O)(=O)c2cccc(C(=O)NCc3cccnc3)c2)c(=O)n(-c2ccccc2)n1C	3	6	13	-2	1	6	-0.6	i	0	.
43	O=C1c2cccc3c(N4CCCCC4)ccc(c23)C(=O)N1c1cccc(O)c1	-14	-5	-7	7	-97	17	4.4	.	-13	-1
44	C=CCn1c(Br)nc2c1c(=O)n(C)c(=O)n2C	15	3	8	2	1	6	-0.3	i	-5	-1
45	O=C(N/N=C\c1cc2c(cc1Cl)OCO2)c1cccs1	-9	4	5	1	-4	9	0.3	i	0	-2
46	CSc1ccc(/C=C/C(=O)OCC(=O)N(C)CCC#N)cc1	-8	6	0	0	6	-4	1.7	i	-1	6
47	CN1CCN(NC(=O)NC2CCCCC2)CC1	-1	-1	10	-1	-2	5	0.2	i	-2	-2
48	CCN(CC)CC(O)c1ccc2ccc3ccc(O)cc3c2c1 (stereo not given)	19	4	2	-4	3	-4	0.2	i	0	-4

The results go on.
no.	canonical_smiles	SUMO1-SIM PPI	DNMT1 inh	CendR NRP1 mod	NadD block	MT1-MMP act inh	SKN-1 inh	LMPTP inh	Rpn11 inh	STEP block	Scp1 inh
49	Nc1ccn([C@@H]2O[C@H](C(=O)N3CCN(Cc4ccccn4)CC3)[C@@H](O)[C@H]2O)c(=O)n1	2	.	-2	-1	1	-13	-1.6	.	.	.
50	Cc1ccc(S(=O)(=O)Nc2ccc(-c3ccc4nncn4n3)cc2)cc1	-17	-6	11	-2	1	-8	0.8	i	0	3
51	CCOc1ccc(NC(=O)Cc2c(O)c3ccccc3[nH]c2=O)cc1	0	-2	9	-3	1	-17	-1.0	i	1	-5
52	COc1ccc(C2(O)CCN(C(=O)NC3CCCCC3)CC2)cc1	-3	-2	4	0	7	-2	-1.4	i	-4	-3
